# PGC1a acetyl inh = inhibitors of PGC1a acetylation signal, primary screen, cell-based, U2OS, AlphaScreen, inhibitor mode | AlphaScreen anti-acetyl-lysine; with virally co-expressed GCN5 acetyltransferase | inhibition, % at 15.6 µM | 350,000 tested, 0.17% active | AID 651687, 2012;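 active means every replicate shows inhibition of at least 40%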;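 further: 0% = neutral control wells and 100% = positive control wells; some results beyond the cut were filed as inactive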
# FN deposit inh = inhibitors of fibronectin matrix deposition, primary screen, AH1F cells, Alexa488-fibronectin fluorescence, plate reader; AH1F fibroblasts, overnight; inhibition, % at 12.6 µM; 350,000 tested, 0.086% active;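 active means mean inhibition across replicates of 30% or more, regardless of how many single replicates reach that level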;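 further: positive control wells lacked labelled fibronectin entirely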
#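 material = AH1F fibroblast monolayer depositing Alexa488-labelled fibronectin into matrix | amount = 10000 AH1F cells/well | buffer or medium = DMEM plus 2% serum, read in PBS | incubation = 1 h cell adhesion before compound, then overnight fibronectin incubation | detection = fluorescence at 485 nm excitation, 525 nm emission | evaluation = percent inhibition as loss of matrix-bound fibronectin fluorescence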
# LGR2 antag = inhibitors of bursicon-induced LGR2 CRE-luciferase signal, primary screen, cell-based, HEK293, CRE-luciferase reporter, bursicon stimulation; AID 720647, 2013; inhibition, % at 9.99 µM; 380,000 tested, 0.35% active; bursicon-stimulated, 4 h; Drosophila bursicon receptor LGR2 (rickets);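 active means drop in luminescence signal, shown as inhibition above about 50% in the replicate tests, limit read from the data, passing the limit was not always enough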;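 further: agonist challenge used bursicon conditioned medium at about half maximal strength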
# PAX8 reporter = inhibitors of PAX8-driven TPO luciferase reporter, primary screen, RMG-I cells, single concentration; 360,000 tested, 1.2% active; inhibition, % at 12.6 µM; AID 652154, 2013; SteadyGlo, 24 h;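 active means mean replicate inhibition at least 60% with every replicate also reaching 60%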;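 further: luciferase light reporting Pax8 driven TPO promoter activity; plate controls were median of neutral control wells for no effect and mitoxantrone controls for full effect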
# Cneo AK release = Cryptococcus neoformans cell lysis inducers, primary screen, AK release luminescence, single concentration | C. neoformans lysis, adenylate kinase release luminescence, 4 h; normalised: neutral wells 0, clomiphene wells 100 | lysis activity, % at 15 µM | 360,000 tested, 0.2% active | AID 651654, 2012;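 active means mean lysis activity across replicates of at least 80%, whatever share of replicates individually reach that level; inactive means mean lysis activity below 80%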
#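 Signal: Adenylate kinase release luminescence | Assay system: Log-phase Cryptococcus neoformans yeast cells | Input: Cells at 5 × 10^6 per mL | Buffer or medium: Fresh YPD growth medium | Compound: Single dose | Schedule: Static 4 h at 37 °C with compound, 1 h detection | Controls: Clomiphene | Read-out: Luminescence rise reflecting yeast cell lysis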
# miR-122 sensor = miR-122 Renilla sensor signal increase in Huh7, primary screen, miR-122 inhibitor project, cell-based, single point, plate reader. activation (reporter increase), % at 12.5 µM. Huh7 miR-122 Renilla luciferase sensor, 48 h; neutral wells = 0, positive control = 100. 340,000 tested, 0.3% active;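 active means mean replicate activation score at least 90 and every replicate individually at or above 90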;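 further: higher luciferase means less miR-122 activity so hits act as miR-122 inhibitors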
# EWS-Fli inh = EWS/Fli-driven NR0B1 reporter inhibitors, primary screen, A673 cells, NR0B1 luciferase, luminescence, MLPCN library; inhibition, % at 12.6 µM; AID 651661, 2012; 350,000 tested, 0.67% active; viability-normalised;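 active means mean inhibition of at least 50% after viability correction, with every replicate also passing that limit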;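 further: firefly luciferase signal divided by Alamar Blue viability fluorescence both relative to DMSO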
# CASP6 VEID inh = human caspase-6 inhibitors, primary screen, biochemical, VEID-R110 fluorescence, single point, set 2; P55212; purified caspase-6, Z-VEID-R110 cleavage fluorescence; inhibition, % at 12.5 µM; 350,000 tested, 0.53% active; AID 686996, 2013;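 active means mean inhibition across replicates at least about 35%, with every replicate also reaching that limit, limit read from the data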;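 further: 0% = median of neutral control wells and 100% = no fluorescence left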
# Target sequence (P55212 24-179 limits assumed): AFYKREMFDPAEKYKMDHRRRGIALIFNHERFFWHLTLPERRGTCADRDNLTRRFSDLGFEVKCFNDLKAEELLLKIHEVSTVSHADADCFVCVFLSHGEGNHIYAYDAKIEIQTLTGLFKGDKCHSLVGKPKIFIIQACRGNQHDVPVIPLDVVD
# Target sequence (P55212 194-293 limits assumed): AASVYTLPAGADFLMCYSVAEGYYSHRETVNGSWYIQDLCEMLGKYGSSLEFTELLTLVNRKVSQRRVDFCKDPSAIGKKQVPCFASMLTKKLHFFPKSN
# Active calls of the source: *; / = no result given; [ ] = another dose, or the depositor's remark.
# Key to letters: A = PGC1a acetyl inh; B = FN deposit inh; C = LGR2 antag; D = PAX8 reporter; E = Cneo AK release; F = miR-122 sensor; G = EWS-Fli inh; H = CASP6 VEID inh
Molecule: Cc1cc(C)c(S(=O)(=O)N2CCCCC2CCNC(=O)C(=O)NCc2ccccn2)c(C)c1 (configuration not stated)
  A: / | B: -7.0 | C: 1.1 | D: 10.0 | E: 1.0 | F: 0.5 | G: 2.2 | H: 1.4

Molecule: CCc1cc2c(-c3ccccc3)cc(=O)oc2cc1OCC(=O)NCC1CCC(C(=O)O)CC1 (configuration not stated)
  A: 6.1 | B: / | C: / | D: / | E: 9.0 | F: -0.9 | G: -7.6 | H: 0.5

Molecule: COc1ccc(N2CC(C(=O)N3CCN(Cc4ccc5c(c4)OCO5)CC3)CC2=O)cc1 (configuration not stated)
  A: / | B: -15.9 | C: 11.1 | D: -0.2 | E: 1.4 | F: -7.7 | G: -1.7 | H: -2.3

Molecule: CCCC#Cc1ccc([C@@H]2[C@@H](C#N)N(C(=O)C3CCC3)[C@H]2CO)cc1
  A: -3.9 | B: 4.8 | C: -9.9 | D: -2.7 | E: -0.7 | F: / | G: -1.9 | H: 2.6

Molecule: Cn1ccnc1-c1nc2ccccc2[nH]c1=O
  A: -5.8 | B: / | C: -15.1 | D: / | E: 1.2 | F: -8.5 | G: -0.4 | H: 5.1

Molecule: C[C@H](CO)N1C[C@H](C)[C@H](CN(C)Cc2ccc3c(c2)OCO3)OCCCC[C@H](C)Oc2ccc(NS(=O)(=O)c3cn(C)cn3)cc2C1=O
  A: -3.6 | B: -0.2 | C: -4.8 | D: -0.9 | E: 0.5 | F: 5.0[16.7 µM] | G: -8.5 | H: /

Molecule: CC1CCC(NC(=O)c2ccc(NC3=NC4CS(=O)(=O)CC4S3)cc2)CC1 (configuration not stated)
  A: -22.8 | B: 5.8 | C: 10.6 | D: -14.5 | E: 9.9 | F: -2.4 | G: -11.8 | H: -1.5

Molecule: CCC(=O)Nc1cccc(NC(=S)NC(=O)c2cccs2)c1
  A: 0.9 | B: -5.2 | C: -81.3 | D: -175.3 | E: / | F: 5.9 | G: / | H: /

Molecule: Cc1ccccc1-c1ccc([C@@H]2[C@@H](CO)N3CCCCN(C(=O)Nc4ccccc4)C[C@@H]23)cc1
  A: -1.0 | B: / | C: 5.3 | D: 10.6 | E: 42.2 | F: 7.0[16.7 µM] | G: 13.5 | H: 0.5

Molecule: COc1ccc(-n2c3c(cc(C(=O)NNc4ccccc4)c2=O)C(=O)CC(C)(C)C3)cc1
  A: 12.7 | B: 3.1 | C: -3.4 | D: 12.4 | E: / | F: / | G: -3.3 | H: -0.9

Molecule: Cc1ccc(C(=O)NNC(=O)c2ccc(S(=O)(=O)N3CCOCC3)cc2)cc1
  A: -2.5 | B: -16.1 | C: 3.7 | D: 2.9 | E: 1.0 | F: -0.7 | G: 5.5 | H: -3.2

Molecule: Cn1cc(CCC(=O)N2CCCC(C(=O)c3cccc4ccccc34)C2)cn1 (configuration not stated)
  A: -9.4 | B: / | C: -4.9 | D: -4.2 | E: 0.9 | F: -3.6 | G: -13.0 | H: 2.2

Molecule: CN(C)CCCNC(=O)C[C@@H]1CC[C@@H]2[C@H](COC[C@@H](O)CN2S(=O)(=O)c2ccc(Cl)cc2)O1
  A: 1.6 | B: 7.7 | C: 9.5 | D: -13.0 | E: -1.0 | F: -1.2[16.7 µM] | G: 4.3 | H: /

Molecule: Cc1ccc(CNC(=O)Cn2cncn2)cc1
  A: -1.3 | B: / | C: / | D: -18.3 | E: -0.3 | F: -6.1 | G: / | H: /

Molecule: CCOC(=O)c1csc(NC(=O)CN2CCOCC2)n1
  A: 3.5 | B: -0.8 | C: -9.9 | D: 18.5 | E: -0.1 | F: -3.1 | G: 0.1 | H: -0.2

Molecule: CCC(C)NC(=O)CCc1c(C)nc2nc(-c3cc(OC)cc(OC)c3)nn2c1C (configuration not stated)
  A: -10.0 | B: -12.4 | C: / | D: / | E: -1.5 | F: -7.0 | G: / | H: /

Molecule: COc1ccccc1C#Cc1ccc2c(c1)O[C@@H](CN(C)Cc1cccnc1)[C@@H](C)CN([C@H](C)CO)S2(=O)=O
  A: -4.4 | B: -15.7 | C: 5.3 | D: 34.5 | E: 57.6 | F: -30.1[16.7 µM] | G: 27.1 | H: 0.8

Molecule: N#CC1(NC(=O)CN2C(=O)NC3(CCCCCC3)C2=O)CCCCC1
  A: 0.0 | B: 2.4 | C: -13.1 | D: 1.5 | E: 0.1 | F: -9.1 | G: -1.8 | H: 0.0

Molecule: CCN(CC)C(=O)CSc1nnc2sc3ccccc3n12
  A: 5.1 | B: / | C: 0.8 | D: / | E: / | F: 0.0 | G: -7.2 | H: 1.4

Molecule: CC1CCN(c2c(NCC3CCC(C(=O)N4CCc5ccccc5C4)CC3)c(=O)c2=O)CC1 (configuration not stated)
  A: -15.7 | B: 12.1 | C: -6.5 | D: 18.2 | E: 0.5 | F: 0.7 | G: -1.7 | H: 8.1

Molecule: O=C(NCC[C@@H]1CC[C@H](NS(=O)(=O)c2ccccc2F)[C@@H](CO)O1)c1ccc(F)cc1
  A: -7.1 | B: -1.0 | C: -4.1 | D: 9.4 | E: -6.4 | F: -12.3[16.7 µM] | G: 1.0 | H: 0.1

Molecule: COc1ccc(C)cc1NC(=O)c1cc(-c2ccccc2)nc2c1cnn2C(C)C
  A: 1.6 | B: 1.3 | C: -3.5 | D: 5.5 | E: -1.7 | F: -7.9 | G: 12.9 | H: 0.9

Molecule: COc1ccc(CN2CCC[C@]3(N[C@H](c4ccc(C(F)(F)F)cc4)[C@@H]4C(=O)N(C)C(=O)[C@@H]43)C2=O)cc1
  A: -12.0 | B: -3.5 | C: 3.1 | D: -7.0 | E: -0.5 | F: 3.4 | G: -8.5 | H: 4.5

Molecule: Cc1c(NC(=O)C(C)Oc2ccc(Br)cc2)c(=O)n(-c2ccccc2)n1C (configuration not stated)
  A: 2.5 | B: -1.2 | C: 15.8 | D: / | E: -0.1 | F: / | G: -1.0 | H: -0.6

Molecule: COCCNC(=O)CN(Cc1ccco1)C(=O)CCC(=O)Nc1nccs1
  A: -9.8 | B: 0.9 | C: 5.4 | D: -15.6 | E: 0.5 | F: -4.1 | G: -12.1 | H: 0.2

Molecule: O=C(CCN1CCN(c2ccccc2)CC1)N/N=C/c1ccccc1O
  A: / | B: / | C: 17.9 | D: 29.3 | E: / | F: / | G: 25.6 | H: -1.6

Molecule: O=C(C[C@@H]1CC[C@@H]2[C@H](COC[C@@H](O)CN2C(=O)c2ccccc2)O1)Nc1ccccc1
  A: -2.3 | B: -3.0 | C: 7.7 | D: / | E: -0.2 | F: 1.1[16.7 µM] | G: / | H: /

Molecule: CCC(=O)N(C)C[C@@H]1Oc2ncc(C3=CCCC3)cc2C(=O)N([C@@H](C)CO)C[C@H]1C
  A: 0.7 | B: -5.9 | C: -11.8 | D: / | E: -0.4 | F: 14.2[16.7 µM] | G: 1.2 | H: 3.6

Molecule: COc1ccc(S(=O)(=O)NCCOc2ccccc2)cc1F
  A: 3.6 | B: 3.8 | C: 2.0 | D: 4.0 | E: 9.5 | F: 9.3 | G: / | H: 1.8

Molecule: COCc1cc(C)nc(N2CCN(Cc3ccccc3)CC2)c1C#N
  A: -2.8 | B: / | C: -1.1 | D: / | E: -1.4 | F: -2.3 | G: / | H: /

Molecule: O=C1CCCN1S(=O)(=O)c1ccccc1
  A: 2.3 | B: 4.3 | C: / | D: -13.0 | E: / | F: 0.3 | G: 4.9 | H: 2.2

Molecule: CC1CC(C)CN(C(=O)COC(=O)COc2ccc(C#N)cc2)C1 (configuration not stated)
  A: 1.9 | B: 1.3 | C: -10.7 | D: / | E: -0.7 | F: 1.7 | G: -8.8 | H: -1.7

# Structures listed so far that have an aryl methoxy group:
# Key to letters: A = PGC1a acetyl inh; B = FN deposit inh; C = LGR2 antag; D = PAX8 reporter; E = Cneo AK release; F = miR-122 sensor; G = EWS-Fli inh; H = CASP6 VEID inh
Molecule: COc1ccc(N2CC(C(=O)N3CCN(Cc4ccc5c(c4)OCO5)CC3)CC2=O)cc1 (configuration not stated)
  A: / | B: -15.9 | C: 11.1 | D: -0.2 | E: 1.4 | F: -7.7 | G: -1.7 | H: -2.3

Molecule: COc1ccc(-n2c3c(cc(C(=O)NNc4ccccc4)c2=O)C(=O)CC(C)(C)C3)cc1
  A: 12.7 | B: 3.1 | C: -3.4 | D: 12.4 | E: / | F: / | G: -3.3 | H: -0.9

Molecule: CCC(C)NC(=O)CCc1c(C)nc2nc(-c3cc(OC)cc(OC)c3)nn2c1C (configuration not stated)
  A: -10.0 | B: -12.4 | C: / | D: / | E: -1.5 | F: -7.0 | G: / | H: /

Molecule: COc1ccccc1C#Cc1ccc2c(c1)O[C@@H](CN(C)Cc1cccnc1)[C@@H](C)CN([C@H](C)CO)S2(=O)=O
  A: -4.4 | B: -15.7 | C: 5.3 | D: 34.5 | E: 57.6 | F: -30.1[16.7 µM] | G: 27.1 | H: 0.8

Molecule: COc1ccc(C)cc1NC(=O)c1cc(-c2ccccc2)nc2c1cnn2C(C)C
  A: 1.6 | B: 1.3 | C: -3.5 | D: 5.5 | E: -1.7 | F: -7.9 | G: 12.9 | H: 0.9

Molecule: COc1ccc(CN2CCC[C@]3(N[C@H](c4ccc(C(F)(F)F)cc4)[C@@H]4C(=O)N(C)C(=O)[C@@H]43)C2=O)cc1
  A: -12.0 | B: -3.5 | C: 3.1 | D: -7.0 | E: -0.5 | F: 3.4 | G: -8.5 | H: 4.5

Molecule: COc1ccc(S(=O)(=O)NCCOc2ccccc2)cc1F
  A: 3.6 | B: 3.8 | C: 2.0 | D: 4.0 | E: 9.5 | F: 9.3 | G: / | H: 1.8
